Source: PubChem BioAssay (Broad Institute)
Cneo AK release = Cryptococcus neoformans cell lysis inducers, primary screen, AK release luminescence, single concentration | C. neoformans lysis, adenylate kinase release luminescence, 4 h; normalised: neutral wells 0, clomiphene wells 100 | lysis activity, % at 15 µM | actives 0.2% (n = 360,000) | AID 651654, 2012;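 active means mean lysis activity across replicates of at least 80%, whatever share of replicates individually reach that level; inactive means mean lysis activity below 80%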
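Assay system: C. neoformans cells. Amount: yeast cell density of 5 × 10^6 cells/mL. Technique: AK luminescence. Buffer or medium: YPD. Times: static 4 h at 37 °C with compound, 1 h detection. Dosing: single-point compound dose. Read-out: lysis from increased AK signal.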
PGC1a acetyl inh = inhibitors of PGC1a acetylation signal, primary screen, cell-based, U2OS, AlphaScreen, inhibitor mode; AlphaScreen anti-acetyl-lysine; with virally co-expressed GCN5 acetyltransferase; inhibition, % at 15.6 µM; actives 0.17% (n = 350,000);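 active means every replicate shows inhibition of at least 40%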;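 further: 0% = neutral control wells and 100% = positive control wells; some results beyond the cut were filed as inactive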
miR-122 sensor = miR-122 Renilla sensor signal increase in Huh7, primary screen, miR-122 inhibitor project, cell-based, single point, plate reader; AID 602342, 2012; activation (reporter increase), % at 12.5 µM; Huh7 miR-122 Renilla luciferase sensor, 48 h; neutral wells = 0, positive control = 100; actives 0.3% (n = 340,000);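 active means mean replicate activation score at least 90 and every replicate individually at or above 90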;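 further: higher luciferase means less miR-122 activity so hits act as miR-122 inhibitors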
LGR2 antag = inhibitors of bursicon-induced LGR2 CRE-luciferase signal, primary screen, cell-based, HEK293, CRE-luciferase reporter, bursicon stimulation; bursicon-stimulated, 4 h; inhibition, % at 9.99 µM; actives 0.35% (n = 380,000); AID 720647, 2013;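 active means drop in luminescence signal, shown as inhibition above about 50% in the replicate tests, limit read from the data, passing the limit was not always enough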;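 further: agonist challenge used bursicon conditioned medium at about half maximal strength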
EWS-Fli block = EWS/Fli-driven NR0B1 reporter inhibitors, primary screen, A673 cells, NR0B1 luciferase, luminescence, MLPCN library | viability-normalised | inhibition, % at 12.6 µM | actives 0.67% (n = 350,000) | AID 651661, 2012;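 active means mean inhibition of at least 50% after viability correction, with every replicate also passing that limit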;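 further: firefly luciferase signal divided by Alamar Blue viability fluorescence both relative to DMSO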
FN deposition inh = inhibitors of fibronectin matrix deposition, primary screen, AH1F cells, Alexa488-fibronectin fluorescence, plate reader. actives 0.086% (n = 350,000). inhibition, % at 12.6 µM. AH1F fibroblasts, overnight. AID 743247, 2014;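 active means mean inhibition across replicates of 30% or more, regardless of how many single replicates reach that level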;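 further: positive control wells lacked labelled fibronectin entirely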
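Material – AH1F fibroblast monolayer, labelled fibronectin deposition · Reagent – labelled fibronectin 24 nM · Timing – 1 h adhesion, overnight exposure · Measured by – fluorescence at 485 nm excitation, 525 nm emission · Read-out – inhibition of fibronectin deposition signal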
CASP6 VEID inh = human caspase-6 inhibitors, primary screen, biochemical, VEID-R110 fluorescence, single point, set 2 | P55212 | purified caspase-6, Z-VEID-R110 cleavage fluorescence | inhibition, % at 12.5 µM | actives 0.53% (n = 350,000);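 active means mean inhibition across replicates at least about 35%, with every replicate also reaching that limit, limit read from the data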;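 further: 0% = median of neutral control wells and 100% = no fluorescence left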
Target sequence (P55212 24-179 limits assumed): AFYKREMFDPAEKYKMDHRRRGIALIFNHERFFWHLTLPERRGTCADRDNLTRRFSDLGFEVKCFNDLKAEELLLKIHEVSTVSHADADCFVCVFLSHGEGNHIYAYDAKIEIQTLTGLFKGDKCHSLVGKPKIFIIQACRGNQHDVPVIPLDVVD
Target sequence (P55212 194-293 limits assumed): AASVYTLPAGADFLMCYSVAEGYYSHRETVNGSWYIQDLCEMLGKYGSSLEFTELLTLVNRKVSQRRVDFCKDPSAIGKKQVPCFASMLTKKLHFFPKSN
PAX8 reporter = inhibitors of PAX8-driven TPO luciferase reporter, primary screen, RMG-I cells, single concentration. SteadyGlo, 24 h. actives 1.2% (n = 360,000). inhibition, % at 12.6 µM;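 active means mean replicate inhibition at least 60% with every replicate also reaching 60%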;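 further: luciferase light reporting Pax8 driven TPO promoter activity; plate controls were median of neutral control wells for no effect and mitoxantrone controls for full effect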
* marks the source's active call; other numbers are inactive results; nt = not tested or not shown; [ ] = dose if it differs, or a comment. Compounds as they come. Share with any hit: about 2.5%.

Every second line gives: Cneo AK release	PGC1a acetyl inh	miR-122 sensor	LGR2 antag	EWS-Fli block	FN deposition inh	CASP6 VEID inh	PAX8 reporter
COc1cccc(/C=C2\SC(=O)N(CC(=O)NC3CCS(=O)(=O)C3)C2=O)c1 (configuration not stated)
  nt	9	-6	15	nt	3	-5	11
Cc1ccc(OCc2cc(C(=O)N3CCN(C)C[C@@H]3c3ccccc3)no2)cc1C
  2	-13	-7	-72	-123	3	3	-218
COc1ccc(NC(=O)C2(C)Cc3c(-c4cccc(C(N)=O)c4)ccnc3O2)cc1OC (configuration not stated)
  0	-20	2	0	-18	-1	4	nt
CCOc1ccc2c(c1)OC(c1ccc(C)cc1)(C(F)(F)F)NC2=O (configuration not stated)
  0	-9	63	-35	nt	nt	nt	nt
Cc1cc(NC(=S)Nc2cccnc2)ccc1Br
  -1	5	4	-32	2	10	7	-5
O=C(N/C(=C\c1ccco1)C(=O)N1CCCC1CO)c1ccccc1 (configuration not stated)
  0	-5	-4	2	4	2	-2	5
CC1CN(S(=O)(=O)c2cccc(-c3cn4ccccc4n3)c2)CC(C)O1 (configuration not stated)
  5	-20	-2	1	15	nt	2	nt
C[C@@H]1CN([C@H](C)CO)C(=O)Cc2cc(NC(=O)C3CCCCC3)ccc2O[C@@H]1CN(C)C(=O)Nc1ccc(F)cc1
  0	0	-1[16.7 µM]	-13	-4	4	-2	-14
COc1ccc(NC(=O)c2ccc(NC(=O)c3nc4nccc(C)n4n3)cc2)cc1
  1	0	-12	-2	-26	0	0	-41
CCOC(=O)c1c(N)sc(C(=O)OC)c1C
  nt	nt	nt	7	4	-2	1	-3
O=C(c1ccco1)N1CCN(Cc2nc(-c3cccs3)no2)CC1
  nt	-11	2	-8	-14	2	1	-21
COc1ccc2nc(N3CCCC3)c(C#N)cc2c1
  -2	2	-2	nt	nt	2	nt	nt
COC(=O)Nc1ccc(S(=O)(=O)N2CCCCC2C(=O)NCc2ccco2)cc1 (configuration not stated)
  nt	0	1	nt	nt	-9	nt	10
COc1cccc(Nc2c3c(nc4c(-c5ccccc5)c(C)nn24)CCC3)c1
  nt	nt	nt	-7	5	-7	2	21
COc1ccc(C(=O)N2CCCC(c3nc(-c4cccs4)no3)C2)cc1OC (configuration not stated)
  nt	1	3	-1	-1	nt	3	nt
CN(CC1CCN(CCc2cccc(C(F)(F)F)c2)CC1)C(=O)c1ccc(F)cc1F
  1	-11	3	-5	-16	6	-2	0
CNC[C@@H]1Oc2c(cccc2N(C)C)C(=O)N([C@H](C)CO)C[C@H]1C
  47	-1	-3[16.7 µM]	-8	-4	-4	0	-7
COc1cc(/C=C/C(=O)O)cc(S(=O)(=O)Nc2cc(Cl)c(Cl)cc2Cl)c1OC
  0	13	4	2	-3	4	0	4
Cc1cccc(Nc2cnn(C34CC5CC(CC(CC(=O)O)(C5)C3)C4)c(=O)c2Cl)c1
  3	-13	2	12	-6	nt	4	nt
CCOc1cccc(-c2c(C(=O)N/N=C/c3cccs3)nnn2-c2nonc2N)c1
  -1	nt	nt	-8	-18	17	3	-5
O=C(c1ccc(=O)[nH]n1)N1CCN(S(=O)(=O)c2cccc(F)c2)CC1
  0	nt	nt	11	0	5	-1	-6
O=[N+]([O-])c1cccc(/C=N/n2c(COc3ccccc3)n[nH]c2=S)c1
  -1	0	1	nt	nt	-12	nt	nt
CCC(=O)N1CCCC1(C)C(=O)Nc1cccc(Oc2ccccc2)c1 (configuration not stated)
  -2	nt	14	5	-8	-2	0	-7
CCN(c1ccccc1)S(=O)(=O)c1ccc(OC)c(NC(=O)c2c(C)noc2C)c1
  0	6	-4	5	-1	-3	2	-15
CCN1CCCC1CNC(=O)c1ccc(N2CCCC2=O)cc1 (configuration not stated)
  1	nt	3	nt	nt	-1	nt	2
CCOc1ccc(C(=O)NCC(=O)OCC(=O)N2CCCC2)cc1
  nt	nt	-12	nt	-4	-9	21	24
C[C@H](CO)N1C[C@H](C)[C@@H](CN(C)C(=O)c2ccncc2)OCc2ccccc2-c2ccccc2C1=O
  3	-5	nt	7	0	-6	0	12
CN1CCN(C(=O)C[C@@H]2CC[C@H]3[C@@H](COC[C@H](O)CN3C(=O)Nc3ccc4c(c3)OCO4)O2)CC1
  5	2	-2[16.7 µM]	16	-8	10	1	-4
COc1ccc2cc3cc(C(=O)N4CCN(c5ccccc5)CC4)oc3nc2c1
  -1	-9	-4	nt	nt	9	nt	nt
N#C[C@@H]1[C@@H](c2ccc(C#Cc3ccccc3F)cc2)[C@H](CO)N1C(=O)c1cccnc1
  54	-25	nt	-29	-26	-6	-1	6
NNC(=O)COc1ccc(-c2n[nH]c(C(F)(F)F)c2-c2ccc(Br)cc2)c(O)c1
  0	3	-3	17	nt	-3	nt	8
CC(C)C(=O)N1CCC1(C)C(=O)Nc1ccccc1OC(F)F (configuration not stated)
  0	4	1	7	4	0	0	nt
CCC(=O)Nc1ccc2c(c1)nc(CCN1CCN(C)CC1)n2C
  0	-7	-10	nt	nt	-9	nt	4
CCOC(=O)c1[nH]ncc1CN1CCCC(C(=O)c2ccc(OC)c(OC)c2)C1 (configuration not stated)
  0	nt	-5	nt	11	0	-5	-4
CNc1ccccc1C(C)(C)c1cc(-c2ccc(F)cc2)no1
  nt	4	-2	11	nt	4	nt	32
O=C1CCCc2cc3c(cc21)CCCC3
  -1	25	-1	nt	-19	8	-1	-17
O=C(COC(=O)c1cccs1)Nc1cccc(S(=O)(=O)NC2=NCCCCC2)c1
  nt	nt	nt	8	11	nt	-6	1
Cc1ccc[n+](CC(=O)/C=C2\N(C)c3ccccc3C2(C)C)c1
  -1	-6	-12	15	nt	6	nt	39
COc1ccc(C(=O)C2CCCN(C(=O)c3ccc(C(C)=O)s3)C2)c(C)c1 (configuration not stated)
  -1	-10	6	-3	2	-2	0	5
N#Cc1cccc(C(=O)OCC(=O)N2CCCc3ccccc32)c1
  1	nt	1	-6	-5	-6	4	0
O=[N+]([O-])c1cccnc1Oc1cc(Cl)c(Cl)cc1Cl
  1	-7	4	7	-8	3	0	-1
COc1ccc(NC(=O)c2ccc(S(=O)(=O)NCc3cccnc3)cc2)cc1
  -2	nt	nt	-3	-35	2	-2	-18
C[C@H]1CN([C@@H](C)CO)C(=O)Cc2cc(NC(=O)C3CC3)ccc2O[C@@H]1CN(C)CC1CCCCC1
  -2	-23	-6[16.7 µM]	0	-8	nt	nt	nt
CC(=O)Nc1ccc(S(=O)(=O)N2CCN=C2SCc2ccc(F)cc2)cc1
  9	nt	nt	-29	nt	11	4	19
Cc1csc(SCCn2c(N3CCOCC3)nc3c2c(=O)[nH]c(=O)n3C)n1
  0	8	0	-2	-5	-3	0	-7
COC(=O)c1cc(S(=O)(=O)NCC2CCN(Cc3ccc(F)cc3)CC2)cn1C
  3	9	-6	-23	nt	-2	-5	5
O=C(NC1CCS(=O)(=O)C1)C1C2CC3CC(C2)CC1C3 (configuration not stated)
  nt	4	nt	-21	7	-4	-2	0
Cc1ccc(C)c(NC(=O)CN(C)C(=O)c2ccccc2Cc2ccccc2)c1
  -2	-7	-2	7	-3	nt	4	1
CCOC(=O)/C=C/[C@H]1CCc2cccc(C)c2O1
  0	nt	7	-9	-16	-16	-2	5
COc1ccc(NC(=O)c2cccc(S(=O)(=O)N3CCN(C)CC3)c2)c(OC)c1
  0	-8	1	-1	-10	-2	1	3
CCCNC(=O)Nc1ccc2c(c1)OC[C@@H](C)N(Cc1ccncc1)C[C@H](C)[C@H](OC)CN(C)C2=O
  nt	-4	nt	-2	-13	7	3	nt
O=C(COC(=O)c1cccc(Br)c1)Nc1ccc2[nH]c(=O)[nH]c2c1
  3	-7	-17	-16	0	nt	2	9
O=C1CSc2ccccc2N1
  2	4	3	23	-1	-13	1	7
O=C(C[C@@H]1CC[C@H]2[C@@H](COC[C@@H](O)CN2CC2CCOCC2)O1)NCc1ccc(Cl)cc1
  -1	5	-3[16.7 µM]	-8	-6	1	2	-1
COc1ccc(N2CCN(C(=O)COC(=O)c3ccc(Cl)nc3)CC2)cc1
  0	23	-1	-3	6	1	1	-1
CC(C)C#Cc1ccc([C@@H]2[C@@H](CO)N(C(=O)C3CCOCC3)[C@H]2C#N)cc1
  5	13	nt	-2	-15	-11	0	-17
CCOc1cc(C(=O)OCc2ccc([N+](=O)[O-])cc2)ccc1OCC(=O)N1CCOCC1
  1	-2	-4	0	-13	3	0	-7
Cc1ccccc1C(=O)NC(=S)NCC1CCCO1 (configuration not stated)
  2	-5	-3	2	nt	nt	nt	nt
O=C(NCc1ccccc1)[C@H]1C[C@@H]1[C@H](NP(=O)(c1ccccc1)c1ccccc1)c1ccccc1
  -3	7	-1	17	-10	-8	3	-8
Cc1ccc(S(=O)(=O)NCC(=O)NNC(=O)c2ccc(Br)cc2)cc1C
  -1	3	-2	nt	6	5	4	-1

Laid out differently: results already given
molecule,Cneo AK release,PGC1a acetyl inh,miR-122 sensor,LGR2 antag,EWS-Fli block,FN deposition inh,CASP6 VEID inh,PAX8 reporter
COc1ccc(NC(=O)c2cccc(S(=O)(=O)N3CCN(C)CC3)c2)c(OC)c1,0,-8,1,-1,-10,-2,1,3
CCCNC(=O)Nc1ccc2c(c1)OC[C@@H](C)N(Cc1ccncc1)C[C@H](C)[C@H](OC)CN(C)C2=O,nt,-4,nt,-2,-13,7,3,nt
O=C(COC(=O)c1cccc(Br)c1)Nc1ccc2[nH]c(=O)[nH]c2c1,3,-7,-17,-16,0,nt,2,9
O=C1CSc2ccccc2N1,2,4,3,23,-1,-13,1,7
O=C(C[C@@H]1CC[C@H]2[C@@H](COC[C@@H](O)CN2CC2CCOCC2)O1)NCc1ccc(Cl)cc1,-1,5,-3[16.7 µM],-8,-6,1,2,-1
COc1ccc(N2CCN(C(=O)COC(=O)c3ccc(Cl)nc3)CC2)cc1,0,23,-1,-3,6,1,1,-1
CC(C)C#Cc1ccc([C@@H]2[C@@H](CO)N(C(=O)C3CCOCC3)[C@H]2C#N)cc1,5,13,nt,-2,-15,-11,0,-17
CCOc1cc(C(=O)OCc2ccc([N+](=O)[O-])cc2)ccc1OCC(=O)N1CCOCC1,1,-2,-4,0,-13,3,0,-7
Cc1ccccc1C(=O)NC(=S)NCC1CCCO1 (configuration not stated),2,-5,-3,2,nt,nt,nt,nt
O=C(NCc1ccccc1)[C@H]1C[C@@H]1[C@H](NP(=O)(c1ccccc1)c1ccccc1)c1ccccc1,-3,7,-1,17,-10,-8,3,-8
Cc1ccc(S(=O)(=O)NCC(=O)NNC(=O)c2ccc(Br)cc2)cc1C,-1,3,-2,nt,6,5,4,-1
